Screening results as filed in PubChem BioAssay.
Tb MetRS inh – Trypanosoma brucei MetRS inhibition. inhibition, % at 11.9 µM. purified T. brucei MetRS, ATP depletion, Kinase-Glo luminescence. AID 624268. 360,000 compounds, 0.4% hits;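 active means inhibition above a per-plate cutoff of the control wells' mean inhibition plus 3 SD, cut at about 5.5% in these data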;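 further: 0% = DMSO wells median and 100% = median of wells with control inhibitor compound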
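Material: T. brucei methionyl-tRNA synthetase, purified; reagent: substrates ATP, L-methionine and bulk Escherichia coli tRNA; dosing: 11.9 µM single point; timing: 15 min plus 2 h at 25 °C; detection: luminescence of leftover ATP; evaluation: % inhibition; control set: DMSO-only wells as low control; replicates: singlicate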
Scp1 inh – inhibitors of human Scp-1 phosphatase; Recombinant Scp1, phosphopeptide, malachite green phosphate absorbance; inhibition, % at 20 µM; 340,000 compounds, 0.88% hits; AID 493091;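 active means inhibition above about 50% at 20 µM, limit read from the data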;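 further: plate controls were DMSO wells with enzyme for no effect and wells lacking enzyme for full effect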
Target sequence (Q9GZU7 76-261 limits assumed): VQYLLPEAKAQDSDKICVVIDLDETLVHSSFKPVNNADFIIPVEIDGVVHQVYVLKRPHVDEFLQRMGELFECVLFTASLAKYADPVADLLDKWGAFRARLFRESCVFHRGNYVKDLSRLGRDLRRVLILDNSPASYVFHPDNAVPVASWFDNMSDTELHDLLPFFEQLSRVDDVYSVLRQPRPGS
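Incubation: 45 min enzyme reaction at room temperature / System: truncated SCP-1 phosphatase (76-261aa) / Reagent: Phospho 17-mer peptide substrate / Buffer or medium: Acidic Tris acetate buffer with magnesium and detergent / Signal: absorbance at 630 nm / Doses: one concentration, 20 µM, with 1.0% DMSO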
STEP inh – STEP (human) phosphatase inhibition; recombinant STEP, OMFP fluorogenic substrate, fluorescence; inhibition, % at 20 µM; 360,000 compounds, 0.25% hits; AID 588621;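 active means inhibition at 20 µM, scaled per plate between control wells, above about 37%, limit read from the data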;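 further: 0% = DMSO with enzyme and substrate and 100% = substrate only without enzyme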
Target sequence (P54829 whole entry, looked up): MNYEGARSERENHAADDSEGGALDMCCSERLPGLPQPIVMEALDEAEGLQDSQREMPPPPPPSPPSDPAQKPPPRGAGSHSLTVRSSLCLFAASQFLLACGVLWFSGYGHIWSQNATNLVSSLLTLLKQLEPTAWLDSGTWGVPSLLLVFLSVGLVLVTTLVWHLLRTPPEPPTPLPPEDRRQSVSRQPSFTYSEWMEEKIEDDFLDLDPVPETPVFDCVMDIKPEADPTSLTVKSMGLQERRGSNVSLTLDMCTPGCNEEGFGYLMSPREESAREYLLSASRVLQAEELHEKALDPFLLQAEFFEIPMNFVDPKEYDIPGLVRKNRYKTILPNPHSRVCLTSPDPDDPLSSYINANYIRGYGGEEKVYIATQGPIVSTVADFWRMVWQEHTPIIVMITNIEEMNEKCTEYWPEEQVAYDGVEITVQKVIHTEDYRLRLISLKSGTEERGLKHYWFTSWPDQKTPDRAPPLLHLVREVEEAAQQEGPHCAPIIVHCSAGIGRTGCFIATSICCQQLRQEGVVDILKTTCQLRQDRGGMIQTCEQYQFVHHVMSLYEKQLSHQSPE
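Material: STEP (striatal-enriched tyrosine phosphatase) enzyme, cell-free; Compound dosing: 20 µM single dose in 1% DMSO; Technique: fluorescence read at 480 nm ex / 540 nm em; Times: reaction 20 min, ambient temperature; Medium: 50 mM Bis-Tris pH 6.0 with 2.5 mM DTT and 0.005% Tween 20; Also added: OMFP at 25 µM.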
NadD block – blocks S. aureus nicotinate mononucleotide adenylyltransferase | purified NadD enzyme, colorimetric absorbance read-out | inhibition, % at 20 µM | AID 602399 | 360,000 compounds, 0.78% hits; in the data active means inhibition above about 26%; further: some compounds past the cut are filed as inactive
NRP1-CendR mod – modulators of CendR peptide binding to human neuropilin-1. O14786. FAM-RPARPAR peptide binding to NRP-1, fluorescence polarization. inhibition, % at 25 µM. 360,000 compounds, 0.85% hits;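 active means inhibition or corrected inhibition above about 18%, plus a signal ratio from 0.5 to 1.5, limit read from the data, passing the limit was not always enough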; further: strong numbers were not always called active
Neddyl block – cullin neddylation inhibition; P61081+Q13564; TR-FRET cullin neddylation, biochemical; calls only at 25 µM; 360,000 compounds, 0.58% hits; AID 651699; in the data active means inhibition above about 36%
SUMO1-SIM PPI – alters human SUMO1 binding to SIM partners; P63165; 360,000 compounds, 0.33% hits; inhibition, % at 20 µM; SUMO1 binding to a labelled peptide, TR-FRET, 1 h; AID 602429; in the data active means inhibition above about 37%
Target sequence (P63165 whole entry, looked up): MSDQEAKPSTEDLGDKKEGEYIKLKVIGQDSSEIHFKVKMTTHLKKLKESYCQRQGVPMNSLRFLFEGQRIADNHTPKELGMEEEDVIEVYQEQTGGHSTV
SKN-1 block – C. elegans SKN-1 inhibition; C. elegans VP596 Pgst-4::GFP/RFP ratio, acrylamide-induced, 24 h; inhibition, % at 21.8 µM; 360,000 compounds, 0.49% hits; AID 624304;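 active means interference check ratio from 0.5 to 1.5 plus GFP to RFP signal ratio inhibition reaching or exceeding a fixed threshold, cut at about 30% in these data, passing the limit was not always enough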; further: some compounds called inactive have numbers as strong as hits
DNMT1 block – inhibitors of human DNMT1. DNMT1 molecular beacon, Hinp1I cleavage, fluorescence. inhibition (reported as % activation of signal), % at 10 µM. 360,000 compounds, 0.83% hits; in the data active means inhibition above about 50%
LMPTP block – blocks human LMPTP phosphatase | P24666 | recombinant LMPTP-A, OMFP fluorogenic substrate, fluorescence intensity | inhibition, % at 20 µM | 360,000 compounds, 0.22% hits;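 active means compounds that cut the enzyme signal by at least half of the control window in the single-dose screen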;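 further: plate controls were DMSO wells with enzyme plus substrate for no effect and substrate without enzyme for full effect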
Target sequence (P24666 whole entry, looked up): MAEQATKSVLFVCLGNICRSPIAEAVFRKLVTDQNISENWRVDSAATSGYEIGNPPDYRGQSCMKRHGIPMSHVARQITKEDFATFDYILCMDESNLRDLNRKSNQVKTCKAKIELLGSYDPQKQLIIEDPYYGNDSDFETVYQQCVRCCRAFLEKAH
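Buffer or medium: Bis-Tris pH 6.0, DTT, detergent; Assay system: LMPTP-A enzyme; Quantity: 0.625 nM enzyme; Detection: endpoint fluorescence intensity; Times: 50 min dark incubation at room temperature; Controls: substrate-only low control, DMSO enzyme-plus-substrate high control; Doses: single 20 µM dose; Read-out: percent inhibition versus substrate-only and uninhibited controls; Reagent: 400 µM OMFP.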
Active calls of the source: *; i = inactive; . = not tested or not shown.

SMILES	Tb MetRS inh	Scp1 inh	STEP inh	NadD block	NRP1-CendR mod	Neddyl block	SUMO1-SIM PPI	SKN-1 block	DNMT1 block	LMPTP block
Cn1c(OCc2ccco2)nc2c1c(=O)n(Cc1ccc(Cl)c(Cl)c1)c(=O)n2C	0.3	-2	11	2	-13	i	7	-2	-4	0.5
CCCNc1cc(C)oc(=O)c1C(=O)CC	-0.8	1	-2	-9	2	i	0	8	1	-0.3
CCOC(=O)c1[nH]c2ccccc2c1N=CN(C)C	-0.6	-10	10	-3	8	i	-3	-7	1	-1.6
CCOc1ccc(/C=N/NC(=O)c2nnn(-c3nonc3N)c2CN(C)C2CCCCC2)cc1	0.1	-5	1	8	2	i	4	-4	0	0.4
COc1ccccc1-c1cc(C(=O)Nc2cc(C)on2)no1	-0.7	-5	1	-4	-2	i	-2	-4	-1	0.8
COC(=O)c1nn2c(C(F)(F)F)cc(-c3ccc(Br)o3)nc2c1Br	-0.6	-11	-2	1	-74	i	3	-3	5	0.6
COc1ccc(C(C#N)N2CCOCC2)cc1 (stereo not drawn)	-0.9	1	-6	2	-2	i	-3	-16	4	-3.0
COc1ccc(NC(=O)C2CC(=O)N(CCc3ccc(F)cc3)C2)c(OC)c1 (stereo not drawn)	-0.8	-1	0	-1	9	i	-2	7	1	-0.1
O=C(c1c(F)cccc1Cl)N1CCN(c2ccccn2)CC1	0.2	9	-2	1	4	i	-6	-1	0	0.5
CNC(=O)COc1coc(CN2CCN(c3ccccc3F)CC2)cc1=O	-0.3	-2	-3	3	17	i	-1	-2	-1	-0.3

Part of the list above in order of number of heavy atoms, low to high:
SMILES	Tb MetRS inh	Scp1 inh	STEP inh	NadD block	NRP1-CendR mod	Neddyl block	SUMO1-SIM PPI	SKN-1 block	DNMT1 block	LMPTP block
COc1ccccc1-c1cc(C(=O)Nc2cc(C)on2)no1	-0.7	-5	1	-4	-2	i	-2	-4	-1	0.8
COC(=O)c1nn2c(C(F)(F)F)cc(-c3ccc(Br)o3)nc2c1Br	-0.6	-11	-2	1	-74	i	3	-3	5	0.6
CCOc1ccc(/C=N/NC(=O)c2nnn(-c3nonc3N)c2CN(C)C2CCCCC2)cc1	0.1	-5	1	8	2	i	4	-4	0	0.4

Going on with the list.
SMILES	Tb MetRS inh	Scp1 inh	STEP inh	NadD block	NRP1-CendR mod	Neddyl block	SUMO1-SIM PPI	SKN-1 block	DNMT1 block	LMPTP block
O=C(CSc1ccc2nnc(-c3ccccn3)n2n1)Nc1cccc(F)c1	0.0	-5	-4	2	-10	i	15	-13	-1	-0.7
Cc1nn(C)c(C(=O)NC2C3CC4CC(C3)CC2C4)c1Cl (stereo not drawn)	-0.9	-1	-3	-1	-1	i	-1	16	3	0.6
O=C(O)/C=C/C(=O)Nc1ccc(SC(F)(F)F)cc1	0.4	0	-2	3	-14	i	-1	8	3	-2.4
O=C(NC1CCCC1)C(c1cccnc1)N(Cc1ccc(F)cc1)C(=O)c1csnn1 (stereo not drawn)	-0.2	-1	6	-2	12	i	1	14	-1	-2.4
Cc1ccc2c(c1)N(C(=O)CCC(=O)NCCN1CCOCC1)CCO2	-0.2	-9	1	-3	0	i	-4	4	-1	-1.5
Cc1ccc(NC(=O)CSc2nnc3c(n2)[nH]c2ccccc23)cc1	0.8	-5	-3	-3	10	i	6	-9	-1	-0.3
CC(=O)c1ccc(NC(=S)N2CCN(C(=S)Nc3ccc(C(C)=O)cc3)C(C)C2)cc1 (stereo not drawn)	0.5	1	1	0	0	i	1	-4	5	-1.4
O=C(COc1cc(F)ccc1[N+](=O)[O-])NCCN1C(=O)CSC1=O	-0.1	3	-2	-2	-7	i	-4	-6	0	1.7
COC(=O)C1=C(C)N(Cc2ccccc2)C(=O)N[C@H]1c1cccc(C(F)(F)F)c1	-0.3	-6	-1	-7	0	i	6	-1	-2	0.8
COc1cccc(N(CC(=O)NCc2cccnc2)S(C)(=O)=O)c1	-0.1	-6	0	6	0	i	-4	0	1	-2.7

Complete entries, looked up by structure. Order of screens: Tb MetRS inh	Scp1 inh	STEP inh	NadD block	NRP1-CendR mod	Neddyl block	SUMO1-SIM PPI	SKN-1 block	DNMT1 block	LMPTP block
CC(=O)c1ccc(NC(=S)N2CCN(C(=S)Nc3ccc(C(C)=O)cc3)C(C)C2)cc1 (stereo not drawn) across the screens: 0.5	1	1	0	0	i	1	-4	5	-1.4
Cc1ccc(NC(=O)CSc2nnc3c(n2)[nH]c2ccccc23)cc1 across the screens: 0.8	-5	-3	-3	10	i	6	-9	-1	-0.3

(further entries)
SMILES	Tb MetRS inh	Scp1 inh	STEP inh	NadD block	NRP1-CendR mod	Neddyl block	SUMO1-SIM PPI	SKN-1 block	DNMT1 block	LMPTP block
COc1ccc2c(c1)OC[C@H]1[C@H]2N2C(=O)CN(C)C(=O)[C@@]2(C)[C@H]1c1ccccc1	-0.2	8	0	-2	-10	i	2	15	2	1.3
CSc1ccc(/C=C(\C(=O)O)c2ccc(S(=O)(=O)N3CCCCC3)s2)cc1	-0.7	25	3	6	-11	.	-3	-1	10	-0.8
COCCNC(=S)N(CCc1c(C)[nH]c2ccccc12)Cc1cccnc1	-0.8	-12	1	-4	12	i	2	-8	1	-0.7
Cc1ccc2nc(SCC(=O)NC3CCS(=O)(=O)C3)[nH]c2c1 (stereo not drawn)	9.7*	-2	-2	4	10	i	2	14	0	-0.4
COc1ccc(N=C2SC(C(=O)Nc3ccc(C(=O)O)cc3)CC(=O)N2Cc2cccs2)cc1 (stereo not drawn)	0.5	-12	0	0	-1	i	4	-5	-2	0.5
O=C(Nc1ccc(NC(=S)NC(=O)c2cccs2)cc1)c1ccco1	-0.4	10	1	-7	-15	i	31	0	-2	2.3
O=C(CNC(=O)c1ccccc1Br)NCCSc1ccc(Br)cc1	-0.1	-10	3	-4	-14	i	-1	-23	-2	0.3
COc1cc(-c2cc3nc(NCc4ccco4)ccn3n2)cc(OC)c1OC	-0.1	.	1	-2	-14	.	7	25	4	0.7
CCOC(=O)c1c(C)[nH]c(C)c1S(=O)(=O)N(C)CC(=O)Nc1ccc(C)cn1	-0.5	-6	0	-3	17	i	-2	19	0	-0.8
COc1ccc(-c2nc(CN3CCC(C(=O)NC4CC4)CC3)c(C)o2)cc1OC	0.2	-14	1	-2	6	i	4	-3	-2	-0.3

2 entries picked at random from those above, as already listed:
SMILES	Tb MetRS inh	Scp1 inh	STEP inh	NadD block	NRP1-CendR mod	Neddyl block	SUMO1-SIM PPI	SKN-1 block	DNMT1 block	LMPTP block
CCCNc1cc(C)oc(=O)c1C(=O)CC	-0.8	1	-2	-9	2	i	0	8	1	-0.3
COc1cccc(N(CC(=O)NCc2cccnc2)S(C)(=O)=O)c1	-0.1	-6	0	6	0	i	-4	0	1	-2.7

Single values from above.
STEP inh result of CCOC(=O)c1c(C)[nH]c(C)c1S(=O)(=O)N(C)CC(=O)Nc1ccc(C)cn1 stands at 0
Tb MetRS inh result of Cc1ccc2nc(SCC(=O)NC3CCS(=O)(=O)C3)[nH]c2c1 (stereo not drawn) stands at 9.7*

More results.
SMILES	Tb MetRS inh	Scp1 inh	STEP inh	NadD block	NRP1-CendR mod	Neddyl block	SUMO1-SIM PPI	SKN-1 block	DNMT1 block	LMPTP block
O=C(CNC(=O)c1ccco1)N/N=C/c1ccc(C(=O)O)cc1	-0.6	-7	-1	-3	-2	i	-7	5	3	-0.2
OC(c1cccc(CN2CCCCC2)c1)c1ncc(-c2cccc3ccccc23)[nH]1 (stereo not drawn)	-0.3	.	-2	-5	-5	i	-13	-2	5	0.4
O=C(O)c1cc(O)ccc1NC(=O)C(c1ccccc1)c1ccccc1	2.0	-8	0	4	-11	.	2	14	5	1.1
O=C(c1cccc(C(F)(F)F)c1)N1CCN(S(=O)(=O)c2ccc(Cl)s2)CC1	0.0	-10	0	-5	-8	i	3	-2	0	3.1
Cc1ccc2c(c1)c1c3n2CCN(CCC#N)C3CCC1 (stereo not drawn)	0.0	.	-2	-3	8	i	-1	-2	1	0.4
CC1C(=NO)C(C)C(c2ccccc2)NC1c1ccccc1 (stereo not drawn)	-0.6	-4	0	-6	6	i	-2	10	1	-0.4
O=C1CS/C(=N/N=C/c2ccc(OS(=O)(=O)c3ccccc3)cc2)N1	0.0	-9	-2	3	-5	i	0	8	-8	1.1
Cc1cccc(NC(=O)COC(=O)CN2C(=O)c3ccccc3C2=O)c1	-0.2	.	-1	-7	2	i	-2	10	-1	-1.4
COC(=O)c1ccc(S(=O)(=O)NCc2ccco2)n1C	-0.1	0	-1	-4	6	i	3	-2	0	-0.1
CSc1ccccc1C(=O)Nc1ncn[nH]1	0.4	15	-2	0	3	i	1	0	0	-2.0
Cc1cc(NC(=O)CSc2nc(-c3ccc(Br)cc3)nc3c2c(=O)n(C)c(=O)n3C)no1	-0.1	-5	-1	1	10	i	3	5	6	-1.0
COC(=O)C(C)N(c1ccc(OC)cc1)S(C)(=O)=O (stereo not drawn)	-0.3	-3	3	-2	-8	i	-1	3	5	0.3
CCCSC1=N/C(=C\c2ccc([N+](=O)[O-])o2)C(=O)S1	0.2	60*	31	12	-102	i	62*	8	93*	45
Cc1ccc2c(c1)cc(CN(Cc1ccc3c(c1)OCO3)C(=O)c1ccccc1)c1nnnn12	0.2	-11	1	5	2	i	-3	1	-2	3.6
Cn1c(N2CCC(C(N)=O)CC2)nc2c1c(=O)n(Cc1cccc(Br)c1)c(=O)n2C	-1.4	1	0	-2	2	i	6	0	4	-1.1
CC1CCN(S(=O)(=O)c2csc(C(=O)Nc3ccccc3)c2)CC1	-0.2	-9	2	-7	-11	i	-1	14	-6	1.0
Cc1ccc(NC(=O)CSc2ccc(-c3ccc4c(c3)OCO4)nn2)cc1F	-0.7	-4	-2	6	5	i	-3	11	14	1.1
CCn1ncc(Cl)c1C(=O)Nc1cc(Cl)ccc1Cl	-0.6	-4	2	-10	3	i	-2	26	1	0.8
